CatG inh: human cathepsin G inhibitors, primary screen, biochemical, pooled compound mixtures, AMC fluorescence; 0.2% of 62,000 active; inhibition, % at 5 µM (by protocol); AID 581, 2007; purified enzyme, AMC-tetrapeptide fluorescence; P08311;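 active = inhibition above 20% in each of the two mixture wells holding the compound; inactive = inhibition of 20% or less in either well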;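 also: 0% = enzyme control without mixture and 100% = blank lacking enzyme; strong numbers were not always called active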
Target sequence (P08311 21-244 limits assumed): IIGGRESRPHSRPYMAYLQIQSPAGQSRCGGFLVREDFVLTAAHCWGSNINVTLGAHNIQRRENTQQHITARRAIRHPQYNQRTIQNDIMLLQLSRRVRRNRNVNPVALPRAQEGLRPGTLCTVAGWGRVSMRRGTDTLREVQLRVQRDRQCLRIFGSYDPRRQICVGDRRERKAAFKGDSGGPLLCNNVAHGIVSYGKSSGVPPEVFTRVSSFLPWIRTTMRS
FXIa inh mix: FXIa protease inhibitors in compound pools, primary screen, biochemical, 10-compound mixtures. inhibition, % at 5 µM. 0.19% of 62,000 active. Coagulation factor XI (Homo sapiens), P03951. AID 680, 2007. purified FXIa, fluorogenic substrate, pooled mixtures; in the data active = inhibition above about 20%, passing the limit was not always enough;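 also: each value is inhibition by a whole ten-compound pool holding the compound; 0% = enzyme with no mixture and 100% = wells lacking enzyme; strong numbers were not always called active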
C1s block: complement C1s protease inhibitors, primary screen, biochemical, 10-compound mixtures. mean inhibition % of two 10-compound mixtures (hits give high values), % at 5 µM (by protocol). 0.16% of 62,000 active. Complement C1s subcomponent (Homo sapiens), P09871. purified C1s, fluorogenic AMC substrate, pooled mixtures;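 active = inhibition above 20% in each of the two 10-compound mixture wells holding the compound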;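 also: 0% = enzyme wells lacking compound mixture and 100% = no-enzyme blank wells; some compounds called inactive have numbers as strong as hits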
CatS inh: inhibitors of human cathepsin S, biochemical, compound mixtures; P25774; recombinant cathepsin S, AMC dipeptide fluorescence, pooled mixtures; inhibition, %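 (tested at 5 µM per compound within 10-compound mixtures)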; 0.06% of 62,000 active; AID 501, 2006; in the data active = inhibition above about 32%, passing the limit was not always enough;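 also: 0% = enzyme without compound and 100% = blank without enzyme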
Target sequence (P25774 115-331 limits assumed): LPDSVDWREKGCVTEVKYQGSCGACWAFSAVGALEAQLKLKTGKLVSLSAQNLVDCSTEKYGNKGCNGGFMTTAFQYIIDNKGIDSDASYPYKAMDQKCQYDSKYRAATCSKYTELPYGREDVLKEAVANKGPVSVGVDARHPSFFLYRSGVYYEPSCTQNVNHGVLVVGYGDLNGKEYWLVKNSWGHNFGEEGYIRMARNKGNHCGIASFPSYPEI
AP complement: alternative complement pathway inhibitors, primary screen, biochemical, ELISA, human serum, orthogonally pooled compounds; 0.08% of 62,000 active; AID 1235, 2008; LPS-coated ELISA, C3 deposition; tested in compound mixtures; inhibition, % at 5 µM;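 active = inhibition above 30% in each of the two pooled mixtures holding the compound, so the lower value exceeds 30%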;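 also: 0% = serum in Mg-EGTA without compound and 100% = EDTA serum blank; some compounds past the cut are filed as inactive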
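Test system: human serum complement alternative pathway, C3 deposition onto LPS / Medium: Mg2+-EGTA GVB++ buffer containing human serum at 1:15 dilution / Probe or stimulus: Plate-bound LPS / Times: 1 h at 37 °C / Signal: ELISA with HRP anti-human C3 antibody, TMB substrate, absorbance 450 nm / Measure: percent inhibition / Repeats: two pool placements per compound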
E coli RNAP: E. coli RNAP inhibitors, biochemical | AID 559, 2006 | 0.2% of 62,000 active | E. coli RNA polymerase, fluorescence transcription assay | DNA-directed RNA polymerase subunit beta (Escherichia coli (strain K12)), P0A8V2 | inhibition, %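 (tested at 10 µM)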; in the data active = inhibition above about 20%;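 also: 0% = enzyme without compound and 100% = no enzyme blank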
CatB mix inh: cathepsin B inhibitors from pooled compounds, primary screen, biochemical, compound mixtures, AMC fluorescence; Purified cathepsin B, AMC dipeptide fluorescence; inhibition, %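 (ten-compound pools at 5 µM per compound and 50 µM total)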; 0.06% of 62,000 active; in the data active = inhibition above about 22%, passing the limit was not always enough;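 also: 0% = enzyme without compound and 100% = no enzyme blank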
CatL block: inhibitors of human cathepsin L, biochemical. purified cathepsin L, fluorogenic substrate, fluorescence. 0.17% of 58,000 active. inhibition, %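 (tested at 10 µM)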. Procathepsin L (Homo sapiens), P07711. AID 460, 2006; in the data active = inhibition above about 45%;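 also: 0% = enzyme with no compound and 100% = no enzyme blank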
Target sequence (P07711 114-288 limits assumed): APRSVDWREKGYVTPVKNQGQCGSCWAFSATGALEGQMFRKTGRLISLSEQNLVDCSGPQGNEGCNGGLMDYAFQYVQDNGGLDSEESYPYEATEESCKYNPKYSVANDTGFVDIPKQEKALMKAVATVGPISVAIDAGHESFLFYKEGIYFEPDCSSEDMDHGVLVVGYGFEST
Target sequence (P07711 292-333 limits assumed): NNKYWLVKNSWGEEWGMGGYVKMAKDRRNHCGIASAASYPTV
CatB inh: human cathepsin B inhibitors, primary screen, biochemical, fluorogenic substrate; P07858; purified cathepsin B, fluorescence; inhibition, %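 (tested at 10 µM)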; 0.1% of 63,000 active; in the data active = inhibition above about 21%;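 also: 0% = enzyme with no compound and 100% = no enzyme blank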
Active calls of the source: *; · = no result given.

Field names – A = CatG inh; B = FXIa inh mix; C = C1s block; D = CatS inh; E = AP complement; F = E coli RNAP; G = CatB mix inh; H = CatL block; I = CatB inh
Structure: CCOc1ccccc1OCCCC(=O)Nc1ccc(OC)nc1
  A: 6; B: 2; C: -20; D: 12; E: 3; F: ·; G: 5; H: 9; I: 8
Structure: Cn1c(=O)oc2ccc(C(=O)CSc3nnnn3-c3ccccc3)cc21
  A: 13; B: 5; C: 13; D: -5; E: 15; F: 8; G: 3; H: -4; I: 2
Structure: Cc1ccc(S(=O)(=O)NCCCCCC(=O)Nc2nccs2)cc1
  A: 11; B: 3; C: 4; D: -1; E: 11; F: 1; G: 1; H: 7; I: 2
Structure: c1ccc(-n2ncc3c2ncn2nnnc32)cc1
  A: 5; B: 4; C: 15; D: -5; E: 19; F: -1; G: 0; H: 2; I: 4
Structure: COc1ccc(-n2ncc3c(N4CCN(c5cc(C)ccc5C)CC4)ncnc32)cc1
  A: 5; B: 5; C: 0; D: -2; E: 16; F: 6; G: 2; H: -2; I: 3
Structure: COc1ccc(CCNC(=O)CSc2nnc(CNc3ccc(Cl)cc3)o2)cc1OC
  A: 7; B: 0; C: -1; D: 6; E: 3; F: 6; G: 3; H: 7; I: -4
Structure: Cc1cc(N2CCN(C3CCCC3)CC2)n2c(nc3ccccc32)c1C#N
  A: 0; B: 6; C: -19; D: -8; E: 3; F: 11; G: -4; H: -50; I: 12
Structure: O=S(=O)(NCc1ccccn1)c1ccc(F)cc1
  A: 8; B: 3; C: 8; D: 4; E: 17; F: 6; G: 4; H: 10; I: 3
Structure: CCc1cc2ccccc2nc1SCC(=O)Nc1cc(C)on1
  A: 8; B: 0; C: 6; D: -6; E: 18; F: 5; G: 4; H: 4; I: 4
Structure: CCN(CC)C(=O)CSc1ccccc1N
  A: 11; B: 3; C: 11; D: 12; E: 3; F: 5; G: 3; H: 3; I: 0
Structure: Cc1nn(Cc2ccccc2Cl)c(C)c1N
  A: 1; B: 0; C: -9; D: 25; E: -3; F: 10; G: 2; H: 21; I: 2
Structure: CCOC(=O)Cc1csc(NC(=O)CSc2nnc(-c3ccncc3)n2Cc2ccco2)n1
  A: 13; B: 6; C: 12; D: 14; E: 8; F: 8; G: 4; H: 7; I: 1
Structure: COc1cccc(NC(=O)C2CCN(c3ncccn3)CC2)c1
  A: -1; B: -2; C: 2; D: 16; E: 2; F: 3; G: 2; H: -5; I: 5
Structure: COCCn1c(SCc2ccc(C(=O)OC)o2)nc2ccccc2c1=O
  A: -3; B: 6; C: 3; D: 3; E: -3; F: -1; G: -7; H: 4; I: 3
Structure: Cc1ccc2c(CSc3nnc(C4CC4)n3N)cc(=O)oc2c1
  A: 1; B: -1; C: -31; D: -9; E: 7; F: 3; G: -3; H: 2; I: 4
Structure: Cc1nc2sc3c(c2c(=O)o1)CCC3
  A: 11; B: 6; C: 12; D: -32; E: -4; F: 6; G: 4; H: 2; I: 1
Structure: O=C(CCN1C(=O)c2cccnc2C1=O)NC1CCCCCC1
  A: 21; B: 13; C: 2; D: 3; E: 8; F: 2; G: -1; H: 3; I: 5
Structure: C/C(=C\C(=O)c1ccc(C)o1)Nc1ccc2c(c1)OCO2
  A: 8; B: 1; C: 12; D: 0; E: 11; F: 6; G: 6; H: 1; I: 6
Structure: C#CCOC(=O)C1C2C=CC(C2)C1C(=O)O (centres undefined)
  A: -44; B: -1; C: 3; D: 10; E: -3; F: 5; G: 1; H: 19; I: 3
Structure: O=C(c1ccccc1OCc1ccccc1Br)N1CCN(c2ncccn2)CC1
  A: -4; B: -4; C: -63; D: 9; E: -11; F: 7; G: -1; H: -3; I: -1
Structure: COC(=O)C1=C(C)N(C)C(=O)NC1c1ccc(C)cc1 (centres undefined)
  A: 10; B: 6; C: 16; D: -6; E: 16; F: -2; G: 4; H: 9; I: 0
Structure: COc1ccc(/C=C(/C#N)c2cccnc2)cc1OC
  A: 10; B: -1; C: 15; D: -4; E: 13; F: 9; G: 7; H: 17; I: ·
Structure: CCCCOc1ccc(/C(O)=C2/C(=O)C(=O)N(CCCOC)C2c2ccncc2)cc1 (centres undefined)
  A: 9; B: -6; C: -5; D: 5; E: 19; F: 8; G: 2; H: 4; I: 5
Structure: COC(=O)CCP(=O)(O)Cc1ccccc1CP(=O)(O)CCC(=O)OC
  A: -15; B: -1; C: -14; D: 15; E: -16; F: 4; G: 3; H: 1; I: 7
Structure: COc1ccc(Cl)cc1C(=O)NCC(C)C
  A: 1; B: 10; C: -19; D: 8; E: 3; F: 7; G: -1; H: 10; I: 6
Structure: C=CCn1c(N)c(C(=O)OC(C)(C)C)c2nc3ccccc3nc21
  A: 0; B: -2; C: -84; D: -12; E: -8; F: -14; G: -2; H: -458; I: -5
Structure: COc1cccc(C(=O)Nc2ccc(S(=O)(=O)Nc3onc(C)c3C)cc2)c1
  A: -19; B: -18; C: -33; D: -12; E: -4; F: -6; G: -15; H: 2; I: -1
Structure: COc1ccccc1OCCOc1ccc(/C=N/n2cnnc2)cc1
  A: -3; B: 20; C: -18; D: 13; E: 1; F: 3; G: -1; H: 30; I: -8
Structure: O=S(=O)(c1cccs1)N1CCN(Cc2nc3ccccc3s2)CC1
  A: -8; B: -3; C: -18; D: 5; E: -12; F: -13; G: 3; H: 3; I: 3
Structure: Nc1ccc2c(c1)COc1ccccc1O2
  A: -4; B: 5; C: -1; D: -5; E: 0; F: -8; G: 0; H: 5; I: 1
Structure: Cn1c(NC(=O)c2ccc(Cl)cc2Cl)cc(=O)n(C)c1=O
  A: -3; B: -2; C: 2; D: 20; E: -6; F: 8; G: 2; H: ·; I: 5
Structure: CC1Cc2cc(/C(O)=C3/C(=O)C(=O)N(CCCN(C)C)C3c3ccncc3)ccc2O1 (centres undefined)
  A: -12; B: 6; C: -25; D: -1; E: -1; F: -3; G: -3; H: 0; I: 2
Structure: COc1ccc(CCN2CC34C=CC(O3)C(C(=O)NCc3ccccc3)C4C2=O)cc1OC (centres undefined)
  A: 8; B: 10; C: 14; D: -4; E: 0; F: 5; G: -2; H: 18; I: 9
Structure: CCOC(=O)c1c(N)sc(C(=O)Nc2ccc3c(c2)OCO3)c1C
  A: 7; B: 4; C: 10; D: -6; E: 15; F: 4; G: 1; H: -2; I: 0
Structure: c1ccc(CCNc2ccc3nncn3n2)cc1
  A: 11; B: 7; C: -13; D: 3; E: 1; F: 8; G: 3; H: 29; I: 1
Structure: CCCCC(=O)N1CCCC(c2nc3c(nnn3Cc3cc(C)ccc3C)c(=O)[nH]2)C1 (centres undefined)
  A: 10; B: 4; C: 6; D: -2; E: -8; F: 13; G: 5; H: 14; I: 4
Structure: FC(F)(F)c1cc(-c2ccco2)nc(-n2nnc3ccccc32)n1
  A: 0; B: -8; C: -32; D: -3; E: 3; F: 3; G: -1; H: 7; I: 3
Structure: CC1CCCCN1S(=O)(=O)c1cccc2cccnc12 (centres undefined)
  A: -3; B: 1; C: -17; D: 8; E: 2; F: 10; G: 2; H: ·; I: 8
Structure: COc1cc2nc(CN3CCN(c4ncc(C(F)(F)F)cc4Cl)CC3)[nH]c(=O)c2cc1OC
  A: 8; B: 6; C: 9; D: 3; E: 11; F: 4; G: 2; H: -4; I: 1
Structure: O=C(Nc1sc2c(c1C(=O)NCc1cccnc1)CCCC2)c1ccco1
  A: 12; B: 9; C: 14; D: 12; E: 4; F: 10; G: 6; H: 7; I: 0
Structure: CCOc1ccccc1NC(=O)NC1CCN(CC(=O)Nc2ccc3c(c2)OCCO3)CC1
  A: 6; B: 4; C: -6; D: 16; E: 11; F: -1; G: 0; H: 8; I: -3
Structure: Cc1ccc(C(=O)C(C)OC(=O)C2CC(=O)N(C3CCCCC3)C2)cc1 (centres undefined)
  A: -1; B: 4; C: -21; D: -4; E: 8; F: 2; G: -2; H: ·; I: 1
Structure: CCOC(=O)C1=C(CSc2nc(C)ccc2C#N)OC(N)=C(C#N)C1c1cccc(OC)c1OC (centres undefined)
  A: 8; B: 3; C: 10; D: -1; E: 33; F: 10; G: 2; H: 5; I: 1
Structure: COc1ccc(-c2ccc(=O)[nH]n2)cc1
  A: 2; B: 11; C: -25; D: 8; E: 4; F: 5; G: 8; H: 31; I: -1
Structure: COc1ccccc1NC(=O)Cn1c(=O)n2nc(C)nc2c2ccccc21
  A: 2; B: 13; C: -9; D: 13; E: 16; F: 5; G: 7; H: ·; I: -3
Structure: Cc1ccc(OCCSc2nnc(NC(=O)c3ccco3)s2)cc1
  A: 8; B: 2; C: -4; D: 0; E: 0; F: 6; G: -1; H: 13; I: -1
Structure: CCOC(=O)C1CCCN(c2nnnn2-c2ccccc2)C1 (centres undefined)
  A: 7; B: 7; C: 15; D: -2; E: 14; F: 0; G: 2; H: 0; I: 2
Structure: CC(C)(C)NC(=O)c1cccc(NC(=O)c2ccc(NC(=O)c3ccco3)cc2)c1
  A: -1; B: 4; C: -10; D: 7; E: -6; F: 4; G: 3; H: -5; I: -4
Structure: CSc1ncccc1C(=O)OCC(=O)NC(=O)NCCC(C)C
  A: 5; B: 8; C: -1; D: 8; E: -3; F: 2; G: -2; H: 25; I: 3
Structure: O=C(c1ccc(NS(=O)(=O)c2cccs2)cc1)N1CCCCC1
  A: -10; B: 4; C: 4; D: -1; E: -1; F: 6; G: 3; H: 6; I: 3

Next section:
Field names – A = CatG inh; B = FXIa inh mix; C = C1s block; D = CatS inh; E = AP complement; F = E coli RNAP; G = CatB mix inh; H = CatL block; I = CatB inh
Structure: COC(=O)c1sccc1NC(=O)c1ccc(OC)cc1
  A: -1; B: 3; C: -6; D: 4; E: -7; F: ·; G: 0; H: -5; I: 0
Structure: COc1ccc(O)c(-c2cc(-c3cccc(Br)c3)n[nH]2)c1
  A: 10; B: 10; C: 13; D: 13; E: 4; F: 14; G: 3; H: 12; I: 4
Structure: Cc1n[nH]c(C)c1S(=O)(=O)N1CCCC(C(=O)N2CCc3ccccc32)C1 (centres undefined)
  A: 5; B: -4; C: -18; D: 6; E: 1; F: 7; G: -1; H: 13; I: 2
Structure: CCOCCCn1c(SCC(=O)NC(C)C)nc2ccccc2c1=O
  A: -2; B: 7; C: 4; D: -4; E: 22; F: -2; G: 6; H: -4; I: -7
Structure: O=C(COc1ccc(Cl)cc1Cl)N1CCCCCC1
  A: 6; B: 5; C: 13; D: 1; E: 8; F: ·; G: -3; H: ·; I: ·

Compound profiles (already shown):
Shown for C#CCOC(=O)C1C2C=CC(C2)C1C(=O)O (centres undefined) = CatG inh: -44; FXIa inh mix: -1; C1s block: 3; CatS inh: 10; AP complement: -3; E coli RNAP: 5; CatB mix inh: 1; CatL block: 19; CatB inh: 3
Shown for COc1cccc(C(=O)Nc2ccc(S(=O)(=O)Nc3onc(C)c3C)cc2)c1 = CatG inh: -19; FXIa inh mix: -18; C1s block: -33; CatS inh: -12; AP complement: -4; E coli RNAP: -6; CatB mix inh: -15; CatL block: 2; CatB inh: -1

A portion of the library; count on the stated rates, not on these rows.
